# Growth percent in the NCI-60 one-dose screen (48 h, 10 µM unless noted): 100 = growth as untreated, 0 = no growth, -100 = all killed.
# SK-OV-3 – SK-OV-3 ovarian cancer cells; 3.2% of 80,000 active
# TK-10 – TK-10 renal cancer cells; 3.9% of 81,000 active
# SN12C – SN12C renal cancer cells. 3.8% of 81,000 active. AID 1794767
# IGROV1 – IGROV1 ovarian cancer; 4.7% of 79,000 active; AID 1794786
# RXF 393 – RXF 393 renal cancer cells | 6.9% of 77,000 active
# ACHN – ACHN renal cancer. 4.9% of 81,000 active. AID 1794771
# UO-31 – UO-31 renal cancer | 5.2% of 81,000 active
# 786-0 – 786-0 renal cancer cells; 5.1% of 81,000 active; AID 1794775
# Active calls of the source: *; x = not tested or not shown; & = joins results of further samples. The calls were made as follows: active = growth percent below 10; inactive = the rest.
no.	mol	IGROV1	SN12C	SK-OV-3	ACHN
1	O=S(=O)(Cc1cc(-c2ccccc2)no1)N1CC=CC1	101.7	106.5	98.8	100.2
2	O=C1OC(=O)C2C3OC(C(Br)C3Br)C12 (centres undefined)	99.3	105.6	84.9	104.2
3	COc1ccc(C2=C(Br)C(=O)c3nc(C)ccc3C2=O)cc1	87.5	92.8	85.1	17.0
4	CCN(CC)CCn1cnc2ccccc2c1=O	107.9	117.3	107.5	109.0
5	COc1cc(/C=N/NC(=O)c2ccc(OCc3nc4ccc(C)cc4[nH]3)cc2)cc(OC)c1OC	50.5	56.4	106.0	69.6
6	Cc1[nH]c(C(=O)Nc2cc(S(C)(=O)=O)ccc2O)c2c1C(=O)CCCC2	105.4	98.4	107.5	103.3
7	C1CCN(CC2CCCCN2)CC1 (centres undefined)	120.7&94.5	99.4&97.7	103.2&104.2	108.5&107.5
8	O=c1cc(CC(O)(C(F)(F)Cl)C(F)(F)Cl)[nH]n1-c1ccccc1	103.1	90.6	112.2	105.1
9	CCOC(=O)C(=O)Cc1nc(OCc2ccccc2)cc(OCc2ccccc2)n1	110.6	x	105.0	94.9
10	O=C1C2=C(Nc3cc([N+](=O)[O-])ccc3N2)OC1c1ccccn1 (centres undefined)	112.6	97.0	103.2	92.4

no.	RXF 393	786-0	TK-10	UO-31
1	107.8	110.1	102.4	88.3
2	107.5	95.6	86.1	95.4
3	95.2	102.7	71.7	69.9
4	94.7	101.3	95.2	86.2
5	39.6	41.2	83.2	66.2
6	107.3	104.2	101.1	85.9
7	123.7&116.1	104.8	97.9&109.6	96.0&110.5
8	107.5	103.9	98.9	82.3
9	118.7	101.5	115.8	59.7
10	101.7	104.1	132.1	78.9

# Other structures
no.	mol	IGROV1	SN12C	SK-OV-3	ACHN
11	COc1ccc(N=Nc2c(N)nn3c(-c4ccc(OC)c(OC)c4)c(C#N)c(N)nc23)cc1	57.3	76.1	69.7	76.4
12	O=c1c2c3c(sc2n2c(SCc4ccccc4)nnc2n1Cc1ccccc1)CCCC3	53.5	97.7	107.7	102.6
13	C#CCN1CCC[C@H]1C(=O)NCC(=O)OC	107.8	99.9	100.2	105.3
14	CN(N=O)C(=O)NC(C=O)C(O)C(O)C(O)CO (centres undefined)	x	105.1	108.5	102.2
15	CN(C)c1ncc(C#Cc2c(F)cccc2F)c2ccccc12	48.2	78.8	89.3	96.3
16	O=C(/C=C/c1ccc(O)c(O)c1)NC1CCOC1O (centres undefined)	110.9	96.4	94.8	103.7
17	COc1ccc(NC(=O)Nc2ccc3c(ccn3C(=O)c3cccc(F)c3)c2)cc1	69.1	50.7	106.5	53.9
18	CC1=NCCN1CCNC(=O)c1ccc(C(=O)NCCN2CCN=C2C)cc1	110.7	105.1	103.0	109.5
19	N#Cc1c(-c2ccc(F)cc2)nc(N/N=C2\NC(=O)CS2)nc1N1CCOCC1	105.0	101.3	99.9	104.2
20	O=C(Nc1ccc(N2CCOCC2)cc1)c1cncnc1Nc1ccc2c(ccn2Cc2cccc(F)c2)c1	96.9	91.1	97.6	90.8

no.	RXF 393	786-0	TK-10	UO-31
11	66.0	89.1	73.1	61.7
12	112.7	85.8	99.0	42.8
13	99.4	99.5	99.7	94.8
14	109.1	109.6	114.0	82.8
15	93.2	105.4	112.0	54.8
16	125.1	97.2	109.1	80.4
17	x	58.2	103.2	94.1
18	96.8	101.3	94.0	111.6
19	103.5	103.0	92.8	92.3
20	29.1	76.5	85.8	62.2

# Following part:
no.	mol	IGROV1	SN12C	SK-OV-3	ACHN
21	COC1OC(CO)C(OC)C(O)C1NC(O)COCCOC(O)CNC(=S)N=Nc1c(O)[nH]c2ccccc12 (centres undefined)	94.9	99.2	112.7	97.9
22	C/C(=C(/c1ccccc1)c1ccc(N2C(=O)c3cccc4c(N5CCN(c6ccccc6)CC5)ccc(c34)C2=O)cc1)c1ccccc1	62.9	96.1	88.2	88.8
23	O=C(Nc1ccc(Cl)cc1)Nc1ccccc1CNc1nc(Nc2ccc(OCCN3CCCC3)cc2)ncc1Cl	15.8	93.2	91.6	-54.4*
24	C=CCSc1n[nH]c(-c2cccs2)n1	15.8	97.2	110.0	104.7
25	COC(=O)C1=C(C(C)=O)C(c2ccccc2)C(C#N)=C(N)O1 (centres undefined)	x	98.3	102.7	x
26	Nc1nc(Nc2ccccc2SSc2ccccc2Nc2nc(N)nc(-c3ccccc3)n2)nc(-c2ccccc2)n1	52.2	77.8	130.0	55.8
27	Cc1cc(N2CCOCC2)nc(N(CCNc2ccnc3cc(Cl)ccc23)Cc2ccco2)n1	40.7	47.5	91.1	27.0
28	Cc1ccc(Cc2c(C=O)nc(N)[nH]c2=O)c2ccccc12	106.2	96.9	96.6	107.2
29	CC(C)OP(=O)(O)c1ncc(-c2ccc(C(F)(F)F)cc2)c(NC2CCCCCC2)n1	62.4	54.4	85.2	34.6
30	COC(=O)CCCCCCCCC1(C)C=CC(C(C)O)=CC1 (centres undefined)	99.7	103.2	109.8	113.8

no.	RXF 393	786-0	TK-10	UO-31
21	121.5	105.7	146.2	79.9
22	106.6	98.6	154.3	55.0
23	-64.6*	-86.6*	-51.5*	-6.8*
24	x	95.9	120.5	117.9
25	124.8	88.1	121.0	88.1
26	50.2	68.2	101.1	-12.6*
27	10.6	5.9*	10.9	24.3
28	106.5	89.8	111.9	81.2
29	90.1	81.6	67.0	60.2
30	107.1	107.6	92.2	100.1

# Going on with the list.
no.	mol	IGROV1	SN12C	SK-OV-3	ACHN
31	Cc1ccc(-c2nn(-c3ccccc3)cc2/C=C/C(=O)NNC(=O)Nc2ccc(Cl)cc2)cc1	103.0	91.3	90.8	102.2
32	Cc1cn(C2CC(OS(C)(=O)=O)C(COC(c3ccccc3)(c3ccccc3)c3ccccc3)O2)c(=O)[nH]c1=O (centres undefined)	91.1	98.7	94.7	107.6
33	S=C(c1ccco1)N1CCOCC1	116.0	93.8	96.2	99.7
34	COC(=O)c1sc(-c2ccc(OC)cc2)cc1O	98.3	101.2	111.8	98.9
35	Cc1cc2ccccc2oc1=O	104.9	100.8	108.6	97.7
36	N#Cc1cn(Cc2ccco2)c(=O)[nH]c1=O	95.9	122.8	104.5	94.9
37	Cc1ccc2nc(N3C(=O)CSC3=S)sc2c1	100.8	101.7	96.9	101.4
38	CCCCCCOC(=O)CCC1CCCCC1	114.7	107.8	107.7	102.9
39	CC(C)=CCC/C(C)=C/CC/C(C)=C/CSC[C@H](NC(=O)CCCCCN1CCN(C)CC1)C(=O)NC1CCCCCC1	69.8	87.4	96.4	66.0
40	Cc1[nH]c(=O)[nH]c(=O)c1NC(=O)c1ccccc1[N+](=O)[O-]	110.0	99.3	94.9	97.4

no.	RXF 393	786-0	TK-10	UO-31
31	99.1	98.2	106.7	80.9
32	45.7	101.4	116.9	79.9
33	97.0	105.1	102.0	76.9
34	97.0	98.2	108.8	86.1
35	107.8	98.2	86.9	87.7
36	120.5	92.1	98.2	71.9
37	x	101.5	113.6	85.0
38	105.8	100.7	102.2	98.1
39	80.3	75.9	94.2	56.0
40	110.9	104.1	95.7	82.5

# (listing goes on)
no.	mol	IGROV1	SN12C	SK-OV-3	ACHN
41	CCC(=O)c1cc(C(=O)OC)c2c3ccccc3c3ccccc3n12	93.2	94.6	158.3	95.8
42	CC(CN1CCN(C)CC1)CN1c2ccccc2Sc2ccc(C(F)(F)F)cc21 (centres undefined)	10.9	47.2	92.4	38.1
43	O=C(/C(=N/O)S(=O)(=O)c1ccccc1)c1ccc(Cl)cc1	110.7	108.7	89.0	107.0
44	COc1ccc2[nH]cc(-c3nc(N)nnc3-c3cn(C)c4ccc(Br)cc34)c2c1	38.9	42.6	44.0	40.5
45	COc1ccc2c(c1)C(Sc1ccc(F)cc1)c1c(nc(N)c(C#N)c1N)O2 (centres undefined)	70.6	78.5	121.7	86.6
46	CCOC(=O)c1ccc(NC(=S)NC(=O)c2cccc(NC(=O)C(C)C)c2)cc1	83.2	84.9	107.2	85.5
47	O=c1[nH]c(=S)[nH]cc1Oc1ccc(Cl)cc1	123.8&117.4	102.7&95.9	103.1&109.5	110.4&103.8
48	CN1CC2(SC(=Nc3ccccc3)N(Nc3ccccc3)C2=O)C2(C1)C(=O)N(C)c1ccccc12 (centres undefined)	91.9	107.0	105.3	101.1
49	COc1ccc2[nH]c(=O)c(/C=C/C(=O)c3ccccc3OC)cc2c1	14.5	8.6*	6.1*	38.8
50	COc1ccc(OC)c(C2C(C#N)=C(N)N(c3ccc(F)cc3)C3=C2C(=O)CC(C)(C)C3)c1 (centres undefined)	105.2	109.6	100.8	105.2

no.	RXF 393	786-0	TK-10	UO-31
41	90.6	104.3	117.3	82.0
42	18.7	52.2	21.0	39.2
43	x	98.9	96.8	84.3
44	5.4*	24.1	54.3	40.7
45	69.2	80.7	103.2	39.8
46	128.1	104.9	96.4	74.0
47	123.7&123.4	98.4&95.6	113.2&105.9	88.0&94.0
48	101.1	96.8	114.4	65.8
49	-7.9*	8.2*	42.0	23.6
50	x	103.5	114.5	84.5

# Grouped by structure, the entries above containing a thiophene ring, fused or not
no.	mol	IGROV1	SN12C	SK-OV-3	ACHN
12	O=c1c2c3c(sc2n2c(SCc4ccccc4)nnc2n1Cc1ccccc1)CCCC3	53.5	97.7	107.7	102.6
24	C=CCSc1n[nH]c(-c2cccs2)n1	15.8	97.2	110.0	104.7
34	COC(=O)c1sc(-c2ccc(OC)cc2)cc1O	98.3	101.2	111.8	98.9

no.	RXF 393	786-0	TK-10	UO-31
12	112.7	85.8	99.0	42.8
24	x	95.9	120.5	117.9
34	97.0	98.2	108.8	86.1

# Later entries
no.	mol	IGROV1	SN12C	SK-OV-3	ACHN
51	CNc1ccc(-c2nc3sccn3c2-c2ccnc(SC)n2)cc1	99.2	100.9	94.6	112.7
52	CCC[C@@H]1O[C@](O)(CCN)[C@H](O)N(CCCN)C1=O	96.6	98.0	97.8	91.3
53	CCCC(=O)Nn1c(N)cc2ccccc2c1=O	110.9	97.6	119.7	107.6
54	CC(=O)c1cc(C(=O)c2ccc3c(c2)Sc2ccccc2N3)n2ccccc12	15.0	x	9.8*	26.2
55	ClCC1CCCO1 (centres undefined)	106.2	97.3	116.0	103.4
56	COc1cc(C)c2c(c1OC)C(=O)CC2	136.9	109.0	109.2	108.7
57	CCC(C)NC(=S)SCC(NC(=O)CCC(N)C(=O)O)C(=O)NCC(=O)O (centres undefined)	111.7	111.3	122.1	118.6
58	COc1cc(C(=O)c2cnc(-c3cccc4[nH]ccc34)[nH]2)cc(OC)c1OC	26.6	31.1	35.6	30.2
59	CCn1cc(C(=O)O)c(=O)c2cc(F)c(N3CCN(C(=O)CCBr)CC3)cc21	111.4	102.8	79.3	98.1
60	Cc1cc(O)c(C(=O)c2cc(-c3ccc([N+](=O)[O-])cc3)c(=O)n(NC(=O)OC(C)(C)C)c2)cc1C	65.9	90.2	88.3	91.0

no.	RXF 393	786-0	TK-10	UO-31
51	119.0	101.7	129.9	72.9
52	107.4	96.6	90.8	90.7
53	116.2	112.7	111.9	72.7
54	7.0*	22.5	59.2	19.9
55	112.0	104.7	101.6	89.6
56	113.1	100.9	108.0	102.9
57	125.2	97.4	99.6	95.5
58	66.7	6.8*	63.4	26.7
59	105.4	98.7	91.8	93.4
60	80.7	86.3	95.8	65.4

# Following part
no.	mol	IGROV1	SN12C	SK-OV-3	ACHN
61	CC(=O)n1cc(-c2cc3cnc4ccccc4c3oc2=O)c2ccccc21	66.0	97.1	89.5	87.3
62	COc1cc(CC(=O)O)ccc1OC(C)=O	98.3	102.3	103.9	103.6
63	O=C(O)c1cn(C2CC2)c2cc(N3CCN(C(=O)CN4C(=O)S/C(=C/c5ccc(Cl)cc5)C4=O)CC3)c(F)cc2c1=O	109.1	99.1	x	108.2
64	CCN(CC)CCOc1nc(-c2ccc(F)cc2)cc(-c2ccco2)n1	101.3	101.5	106.8	x
65	N=c1c2c(-c3ccccc3)c(-c3ccccc3)oc2ncn1N1C(=O)CCC1=O	96.5	90.9	103.7	96.0
66	CCCCc1ccccn1	126.3	117.8	108.6	119.7
67	O=C(O)CCCCCc1ccccc1	109.8	97.8	111.5	95.1
68	N#CC(C#N)=C(N)c1n[nH]n2c1nc(=O)c1sccc12	100.0	105.3	108.2	106.4
69	COc1ccc2c(c1)C=C1COCC3=Cc4cc(OC)ccc4OC13O2	106.5	99.1	x	104.3
70	CCN(CC)CC(C)(C)C(O)c1ccc(OC)c2ccccc12 (centres undefined)	101.7	91.9	102.3	94.6

no.	RXF 393	786-0	TK-10	UO-31
61	101.8	92.0	118.1	66.1
62	119.0	103.2	97.5	92.7
63	123.1	102.3	104.6	87.1
64	117.2	102.6	106.0	86.4
65	103.3	106.0	96.6	79.2
66	x	99.5	88.9	105.2
67	107.6	104.7	110.7	90.0
68	112.5	104.8	105.5	78.1
69	114.1	101.1	115.1	85.9
70	113.0	107.5	102.2	78.7

# Fetched by structure from above, 2 records:
no.	mol	IGROV1	SN12C	SK-OV-3	ACHN
55	ClCC1CCCO1 (centres undefined)	106.2	97.3	116.0	103.4
17	COc1ccc(NC(=O)Nc2ccc3c(ccn3C(=O)c3cccc(F)c3)c2)cc1	69.1	50.7	106.5	53.9

no.	RXF 393	786-0	TK-10	UO-31
55	112.0	104.7	101.6	89.6
17	x	58.2	103.2	94.1

# Carrying on.
no.	mol	IGROV1	SN12C	SK-OV-3	ACHN
71	CCc1cc2c(cc1Cn1c(C(=O)O)c(Cc3cccc(C(=O)O)c3)c(=O)c3cc(O)ccc31)OCO2	111.2	105.5	112.5	108.6
72	CN1C(=O)N(C)C2C1NC(=O)N2CC1(CC(=O)O)CCCCC1 (centres undefined)	99.1	97.9	104.6	107.9
73	COc1ccc(-c2ccn(CC(=O)N3CC(C)OC(C)C3)n2)cc1OC1CCCC1 (centres undefined)	105.9	100.5	x	104.5
74	CCOc1ccc(-c2nnc(C3CC(NC(=O)c4cccc5nccnc45)C3)n2-c2ccccc2F)nc1 (centres undefined)	78.9	82.8	101.7	95.7

no.	RXF 393	786-0	TK-10	UO-31
71	84.4	101.5	90.4	80.6
72	109.7	96.5	98.7	86.9
73	97.9	101.1	111.5	83.3
74	84.7	90.3	51.2	35.9

# High-throughput results from PubChem.
